Source: PubChem (National Center for Advancing Translational Sciences (NCATS))
GLP1R inv ag: acts as inverse agonist at human GLP-1 receptor; P43220; HEK293 GLP-1R CRE-luciferase, luminescence, 24 h; GLP-1R form is constitutively active; Potency, µM (doses to about 38.3 µM), for inactives: top-dose activity change, negative = inhibition, actives largely listed as inhibitors; 410,000 tested, 1.6% active; further: potency means the concentration at half of the fitted maximal effect; on the % scale 0 is the no-effect control and ±100 the full control effect; nearly all actives have a fitted effect of over 55% in size
Target sequence (P43220 whole entry, looked up): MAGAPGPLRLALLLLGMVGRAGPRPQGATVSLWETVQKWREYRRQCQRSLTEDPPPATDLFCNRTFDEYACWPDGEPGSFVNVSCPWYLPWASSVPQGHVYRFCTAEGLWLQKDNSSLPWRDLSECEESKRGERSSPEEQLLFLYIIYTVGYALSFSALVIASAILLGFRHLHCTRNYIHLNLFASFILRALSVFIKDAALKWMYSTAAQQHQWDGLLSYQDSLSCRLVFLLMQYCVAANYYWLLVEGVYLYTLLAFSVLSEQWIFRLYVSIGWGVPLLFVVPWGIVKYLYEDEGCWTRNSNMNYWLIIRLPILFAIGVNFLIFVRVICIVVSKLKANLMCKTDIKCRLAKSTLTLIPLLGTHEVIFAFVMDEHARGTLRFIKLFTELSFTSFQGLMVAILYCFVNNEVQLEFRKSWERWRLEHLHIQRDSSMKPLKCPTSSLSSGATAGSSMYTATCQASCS
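GLP-1R inverse agonism mode: basal reporter luminescence in engineered HEK293 cells measured after one day of compound exposure at 37 deg C, with a 12 min room-temperature detection step.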
EPAC1 antagonist: EPAC1 (human) antagonism. O95398. Potency, µM (doses to about 115 µM), for the others: at the highest dose activity change, negative = inhibition, hits mostly inhibitors. EPAC1 GEF assay, Rap1b-BODIPY-GDP exchange fluorescence. 360,000 tested, 0.14% active;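 further: potency means the concentration at half of the fitted maximal effect; plate controls were vehicle for no effect and positive control for full effect; nearly all actives have a fitted effect of over 50% in size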
GLP-1R agonist: GLP-1 receptor (human) agonism; HEK293 GLP-1R CRE-luciferase, luminescence, 4-6 h; cells express a hypersensitive GLP-1R form; Potency, µM (highest dose often 45.6 µM), without a hit: at the highest dose activation, usual class: activators; 380,000 tested, 0.007% active; P43220; further: potency means the concentration at half of the fitted maximal effect; % of control where 0% means no effect
IL-2 act: activators of IL-2; IL-2 activation reporter assay, cell-based qHTS; stimulated with anti-CD3/CD4/CD28 beads; in transgenic mouse T cells; activation, % (series mostly up to about 46 µM); 360,000 tested, 0.065% active; in the data active means activation above about 50%; inconclusive means mostly about 30% to 49%; further: 0% is about no effect
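Screening format: compound pinned onto unstimulated transgenic mouse T cells, 60 min incubation, then anti-CD3/anti-CD4/anti-CD28 bead stimulation for 18 hours at 37 degrees C, followed by EGFP and DsRed detection.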
PLK1 PBD inh: inhibitors of human PLK1 polo-box domain binding. 360,000 tested, 2.8% active. Potency, µM, for inactives: max response, negative = inhibition, most hits filed as inhibitors. P53350. AID 720504. Plk1 PBD binding of FITC phosphopeptide, fluorescence polarization; further: potency means the concentration at half of the fitted maximal effect; series mostly up to about 57 µM; on the % scale 0 is the no-effect control and ±100 the full control effect; nearly all actives have a fitted effect of over 65% in size
PI5P4Ka inh: blocks human PI5P4K alpha kinase activity | P48426 | max response, % | PI5P4Kalpha enzyme, ADP-Glo luminescence, 60 min; stronger effect = lower value | AID 652105 | 330,000 tested, 1.2% active; active means max response of -50% or lower; inconclusive means between -30% and -50%; inactive means -30% or higher; further: value at the top dose of about 77 µM; on the % scale 0 is the no-effect control and ±100 the full control effect
Target sequence (P48426 whole entry, looked up): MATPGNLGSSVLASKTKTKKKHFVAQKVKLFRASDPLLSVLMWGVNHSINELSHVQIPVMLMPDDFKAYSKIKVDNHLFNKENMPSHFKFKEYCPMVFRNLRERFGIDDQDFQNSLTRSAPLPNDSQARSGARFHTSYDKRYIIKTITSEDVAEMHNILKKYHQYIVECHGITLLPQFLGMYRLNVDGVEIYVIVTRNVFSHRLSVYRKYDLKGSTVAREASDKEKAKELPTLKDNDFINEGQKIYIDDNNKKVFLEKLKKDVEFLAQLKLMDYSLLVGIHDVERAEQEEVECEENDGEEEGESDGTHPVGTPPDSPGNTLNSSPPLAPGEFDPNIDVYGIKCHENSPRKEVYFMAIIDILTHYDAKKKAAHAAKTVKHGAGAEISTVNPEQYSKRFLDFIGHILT
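ADP-Glo luminescence end-point after a 60 min room-temperature kinase reaction. PI5P4Kalpha and substrate in HEPES pH 7.4 buffer with EGTA, 0.1% CHAPS and 5% DMSO; ATP at 5 microM final.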
HEK293 tox: cytotoxicity in counter-screen for GLP-1R inverse agonists; Potency, µM (series often up to 38.3 µM), inactives show at the highest dose activity change, negative = inhibition, actives largely listed as inhibitors; AID 624418; HEK293 cAMP-luciferase reporter cells, luminescence, 24 h; 410,000 tested, 0.13% active;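 further: loss of luciferase light is scored as toxicity; potency means the concentration at half of the fitted maximal effect; on the % scale 0 is the no-effect control and ±100 the full control effect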
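A 23 nL compound transfer followed 12 hours of cell culture at 37 deg C; exposure then lasted 24 hr. Luciferase assay detection reagent was dispensed and plates read for luminescence after a 12 min room-temperature wait.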
PTHR1 ag: PTHR1 (human) receptor agonism; Q03431; HEK293 GP2 PTHR1 cells, GloSensor cAMP luminescence, 1 h; Potency, µM (titrated, usually from 115 µM), for the others: at the top dose activation, hits mostly activators; 410,000 tested, 0.075% active; further: potency means the concentration at half of the fitted maximal effect; nearly all actives have a fitted effect of over 55% in size; some results filed as inactive show a strong effect at the top dose; inactives centre near -15; many of its hits are not listed in these tables
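HEK-293-derived GP2 cells expressing PTHR1 and a GloSensor cAMP reporter, 3,000/well, plated overnight, given luciferin plus IBMX (each 0.5 mM as added) for 1 h at 37 °C, then compound for 1 h at 37 °C. Luminescence was read after 15 min at room temperature.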
EPAC1 agonist: activates human EPAC1 exchange factor. O95398. EPAC1 agonist qHTS, biochemical assay; response scale: 100% = response to 6.5 mM cAMP. Potency, µM (series often up to 154 µM), for the others: top-dose activation, actives largely listed as activators. 360,000 tested, 0.073% active. AID 720707; further: potency means the concentration at half of the fitted maximal effect; nearly all actives have a fitted effect of over 60% in size
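Compounds were pinned as a concentration titration into mixtures of EPAC1 (100 nM), BODIPY-GDP-loaded Rap1B (250 nM) and GDP (50 uM). After 5 min at room temperature, fluorescence was followed for 30 min; activity was scaled to 6.5 mM cAMP.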
* hit, by the source's call; i = inactive; ? = inconclusive; . = not tested or not shown; [ ] = dose if it differs, or a comment. Unless noted, the call rests on the fitted dose curve; in most records, active means well fitted curve in the direction sought with a large enough effect; inconclusive means small, poorly fitted or top-dose-only effect, or another doubt; inactive means no such curve, though single readings can be large; an effect the other way counts as inactive or inconclusive. Not all compounds are listed. The share of hits here may be higher or lower than overall.

Every second line gives: GLP1R inv ag	EPAC1 antagonist	GLP-1R agonist	IL-2 act	PLK1 PBD inh	PI5P4Ka inh	HEK293 tox	PTHR1 ag	EPAC1 agonist
- Nc1cc2c3c(cccc3c1)C(=O)N(CCN1CCCC1)C2=O
  ?	8%	-8%	0.4	?	-1	0%	i	12%
- COC(Cc1nnc(SC)n1-c1ccccc1)OC
  -7%	7%	6%	1.5	0%	.	14%	i	4%
- O=C(C[C@@H]1CC[C@H](NC(=O)Cc2ccccn2)[C@@H](CO)O1)NCCc1ccccc1
  4%	-3%	.	0.3	-11%	2	3%	i	5%
- Cc1cc(Cl)c2oc(C(=O)N3CCN(c4cccc(C)n4)CC3)c(C)c2c1
  ?	-14%	-4%	1.7	-28%	-8	6%	-15%	15%
- O=C(COc1ccccc1)Nc1ccccc1F
  8%	-3%	-8%	2.8	-11%	-7	-2%	-39%[inhibitor]	4%
- O=C(O)C1=C[C@H](C2CC2)C[C@H](OCCCCO)O1
  4%	9%	-3%	0.5	1%	-1	3%	i	-9%
- COc1ccc(Cc2nnc(NC(=O)C3CC(=O)N(CCc4ccc(F)cc4)C3)s2)cc1OC (stereo not drawn)
  13%	-9%	2%	2.8	-20%	-4	-8%	-27%	-3%
- S=c1[nH]nc(C2CCCCC2)n1/N=C/c1ccncc1
  1.8µM*	-19%	-2%	-2.3	-23%	-7	5%	-17%	12%
- COc1cc(/C=C2\C(=N)N3N=C(S(C)(=O)=O)SC3=NC2=O)ccc1OC(=O)c1ccco1
  7%	-11%	-8%	2.5	?	?	1%	-18%	-9%
- COc1ccc(S(=O)(=O)N2CCCCC2)cc1NS(=O)(=O)c1ccccc1
  15%	-1%	1%	-0.3	-6%	0	-4%	i	5%
- O=C(/C=C/c1ccco1)OCC1CCCN2CCCCC12 (stereo not drawn)
  -3%	7%	5%	-0.1	-2%	1	-11%	-21%	-4%
- CCOC(=O)CC1=NN(c2ccccc2)C(=O)/C1=C\c1ccc(OC)cc1OC
  0%	19%	1%	-2.3	2.7µM*	-4	8%	-25%	6%
- COC(=O)C1=C(C)NC(=O)NC1c1ccccc1 (stereo not drawn)
  2%	-17%	0%	-1.5	-7%	.	-4%	i	0%
- CCc1ccc(C(=O)C(C)OC(=O)c2nc3nc(C)cc(C)n3n2)cc1 (stereo not drawn)
  18%	13%	-12%	-4.5	-3%	-10	11%	-24%	8%
- CC1CN(C(=O)c2cc3c(s2)CCC3)CC(C)O1 (stereo not drawn)
  10%	15%	1%	4.8	-11%	.	-10%	-24%	5%
- O=C(CC1(O)C(=O)Nc2ccccc21)c1cccc(-n2cccc2)c1 (stereo not drawn)
  1%	-20%	-1%	-0.2	-5%	-3	2%	-38%[inhibitor]	12%
- COc1ccccc1NC(=O)Cn1c(=O)n(Cc2ccccc2)c(=O)c2c1c1cc(C)ccc1n2C
  -6%	.	-8%	.	.	.	-8%	i	.
- CCc1nnc(NC(=O)CSc2nnc(COc3cccc(C)c3)o2)s1
  5%	12%	-8%	-1.9	0%	-3	-7%	-9%	-3%
- Cc1ccc(/C=C2\SC(=S)N(CCC(=O)NNS(=O)(=O)c3ccccc3)C2=O)cc1
  -9%	-19%	8%	19	-6%	-25	-5%	i	12%
- CCN1CCN(Cc2ccc(NC(=O)Nc3cccs3)cc2)CC1
  ?	-10%	-20%	1.8	-9%	-9	-12%	i	-4%
- O=C(O)c1ccc(-n2nnnc2SCc2ccccc2)cc1
  2%	3%	-6%	-0.9	0%	-2	6%	-6%	0%
- O=S(=O)(c1ccc(-c2csc(-c3cccnc3)n2)cc1)N1CCCCC1
  3%	1%	4%	-1.3	1%	-2	-11%	-12%[57.5 µM]	20%
- CCOC(=O)N1CCN(C(=O)CSCC(=O)Nc2nc(-c3ccc(Cl)s3)cs2)CC1
  -9%	5%	-10%	-2.8	-18%	.	-15%	-20%[57.5 µM]	-11%
- CCc1cc[n+](C(C(=S)Nc2cccc(C)c2)=C([O-])c2ccc(C)c([N+](=O)[O-])c2)cc1
  -7%	-1%	-2%	-4.8	-2%	5	1%	-9%	-6%
- COc1cccc(C2=NOC(C(=O)Nc3ccc(OC)c(OC)c3)C2)c1 (stereo not drawn)
  62%[activator]	5%	10%	-0.7	0%	.	-1%	-18%	-1%
- Cc1cc(N/C(=N/S(=O)(=O)c2ccc(F)cc2)c2ccccc2)n(-c2ccccc2)n1
  ?	-17%	19%	-0.4	-1%	-8	-1%	-21%	9%
- COc1cccc(CNC(=O)C2CSC3(C)CCC(=O)N23)c1 (stereo not drawn)
  -3%	17%	-6%	-0.4	3%	-1	5%	-1%	-10%
- CCN(CC(=O)Nc1c(F)cccc1F)C(=O)CSc1nnc(-c2ccco2)n1CC
  36%[activator]	5%	-9%	-0.7	-10%	-6	14%	-17%	-7%
- COc1ccc(OC)c(C2C3=C(N=C4SCC(=O)N42)c2ccccc2CC3)c1 (stereo not drawn)
  ?	12%	12%	4.5	?	-13	-8%	?	18%
- Cc1ccc(C(=O)N/C(=C/c2cccs2)C(=O)NCC2CCCO2)cc1 (stereo not drawn)
  0%	1%	15%	-1.0	-17%	-3	17%	i	16%
- COc1cc(C(=O)Oc2c(OC)cc(C(=S)N3CCOCC3)cc2OC)cc(OC)c1OC
  15%	-10%	3%	0.3	-1%	3	-15%	-39%[inhibitor]	12%
- COc1ccccc1CNc1ncc(-c2ccc(F)cc2)n1C
  ?	12%	-2%	0.5	-4%	-2	-19%	24%	3%
- CCOc1ccc(-c2cccc(NS(=O)(=O)c3ccccc3[N+](=O)[O-])c2)nn1
  -5%	-3%	15%	0.4	-5%	-12	-4%	i	5%
- CC1CCCC(NS(=O)(=O)c2cc(Br)cnc2N)C1C (stereo not drawn)
  ?	-10%	10%	1.5	-15%	6	-3%	-5%	8%
- O=C(N1CCOCC1)N1CCN(c2ccccc2)CC1
  4%	10%	-9%	0.4	2%	-2	-6%	i	-2%
- CN(CCO)c1cc(N2CCN(C(=O)c3ccco3)CC2)c2nonc2c1[N+](=O)[O-]
  2%	-5%	9%	0.1	1%	2	?	-21%	2%
- CCOC(=O)C1CCCN(C(=O)c2cccc(S(=O)(=O)N(C)c3c(C)n(C)n(-c4ccccc4)c3=O)c2)C1 (stereo not drawn)
  13%	5%	0%	-1.0	-14%	3	10%	-11%	-5%
- CC1CCCCN1C(=O)CSc1nnc(CSc2ncccn2)n1C (stereo not drawn)
  5%	0%	-1%	0.7	-21%	2	-2%	i	10%
- COCCNC(=O)C(OC(=O)c1ccco1)c1ccccc1Cl (stereo not drawn)
  17%	-6%	-6%	-2.4	-3%	1	-3%	i	0%
- O=C(NCc1cccs1)C1CCN(c2nccs2)CC1
  0%	6%	-1%	1.1	?	-2	-9%	-4%[57.5 µM]	-10%

Another view of part of the listing above.
| canonical_smiles | GLP1R inv ag | EPAC1 antagonist | GLP-1R agonist | IL-2 act | PLK1 PBD inh | PI5P4Ka inh | HEK293 tox | PTHR1 ag | EPAC1 agonist |
| --- | --- | --- | --- | --- | --- | --- | --- | --- | --- |
| COc1ccc(OC)c(C2C3=C(N=C4SCC(=O)N42)c2ccccc2CC3)c1 (stereo not drawn) | ? | 12% | 12% | 4.5 | ? | -13 | -8% | ? | 18% |
| Cc1ccc(C(=O)N/C(=C/c2cccs2)C(=O)NCC2CCCO2)cc1 (stereo not drawn) | 0% | 1% | 15% | -1.0 | -17% | -3 | 17% | i | 16% |

(more compounds)
Every second line gives: GLP1R inv ag	EPAC1 antagonist	GLP-1R agonist	IL-2 act	PLK1 PBD inh	PI5P4Ka inh	HEK293 tox	PTHR1 ag	EPAC1 agonist
- CC(C)N(C)Cc1nnnn1CC(=O)NCc1cc(F)cc(C(F)(F)F)c1
  5%	1%	-1%	1.1	1%	3	2%	-32%[inhibitor]	-2%
- CCCC(c1nnnn1Cc1ccco1)N1CCN(c2cc(Cl)ccc2C)CC1 (stereo not drawn)
  5µM*	2%	6%	-3.5	2%	0	-1%	-5%	10%
- CCOC(=O)c1sc2nc(SC)nc(-c3ccccc3)c2c1N
  2%	-6%	-8%	0.1	-9%	.	35%[activator]	i	3%
- CCN1CCN(CCc2nc3cc(NC(=O)COc4ccc(Cl)cc4)ccc3n2C)CC1
  ?	-4%	8%	-0.8	2%	2	-20%	-12%	8%
- CC1CC(C)CN(C(=O)COC(=O)c2ccc(N3CCCC3=O)cc2)C1 (stereo not drawn)
  -23%	-9%	8%	-0.2	1%	-4	-5%	i	-20%
- COc1ccccc1-c1cc(-c2ccccc2)nc(=O)[nH]1
  24%	-3%	12%	-5.1	2%	1	-5%	i	2%

Grouped by structure, the entries above containing two or more sulfur atoms
Every second line gives: GLP1R inv ag	EPAC1 antagonist	GLP-1R agonist	IL-2 act	PLK1 PBD inh	PI5P4Ka inh	HEK293 tox	PTHR1 ag	EPAC1 agonist
- COc1cc(/C=C2\C(=N)N3N=C(S(C)(=O)=O)SC3=NC2=O)ccc1OC(=O)c1ccco1
  7%	-11%	-8%	2.5	?	?	1%	-18%	-9%
- COc1ccc(S(=O)(=O)N2CCCCC2)cc1NS(=O)(=O)c1ccccc1
  15%	-1%	1%	-0.3	-6%	0	-4%	i	5%
- CCc1nnc(NC(=O)CSc2nnc(COc3cccc(C)c3)o2)s1
  5%	12%	-8%	-1.9	0%	-3	-7%	-9%	-3%
- Cc1ccc(/C=C2\SC(=S)N(CCC(=O)NNS(=O)(=O)c3ccccc3)C2=O)cc1
  -9%	-19%	8%	19	-6%	-25	-5%	i	12%
- O=S(=O)(c1ccc(-c2csc(-c3cccnc3)n2)cc1)N1CCCCC1
  3%	1%	4%	-1.3	1%	-2	-11%	-12%[57.5 µM]	20%
- CCOC(=O)N1CCN(C(=O)CSCC(=O)Nc2nc(-c3ccc(Cl)s3)cs2)CC1
  -9%	5%	-10%	-2.8	-18%	.	-15%	-20%[57.5 µM]	-11%
- CC1CCCCN1C(=O)CSc1nnc(CSc2ncccn2)n1C (stereo not drawn)
  5%	0%	-1%	0.7	-21%	2	-2%	i	10%
- O=C(NCc1cccs1)C1CCN(c2nccs2)CC1
  0%	6%	-1%	1.1	?	-2	-9%	-4%[57.5 µM]	-10%
- CCOC(=O)c1sc2nc(SC)nc(-c3ccccc3)c2c1N
  2%	-6%	-8%	0.1	-9%	.	35%[activator]	i	3%
